Screens deposited in PubChem BioAssay by several laboratories.
Tat export inh: blocks Tat-dependent protein export in E. coli. E. coli MC4100 TorA-mCherry Tat export, fluorescence. inhibition, % at 10 µM. 0.036% of 340,000 active;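 active = mean replicate inhibition at least 50% and at least half of replicates individually reaching 50%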;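 also: exported cargo escapes ClpAP degradation while cytoplasmic cargo is degraded and loses fluorescence; 0% = median of neutral control wells and 100% = median of NaSCN control wells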
PKA-R2B activ: activates the human PKA-R2B holoenzyme complex. P22694+P31323. PKA-R2B holoenzyme dissociation, Cy5-IP20 fluorescence polarization; R2B truncated from residue 108, S112A mutant; 0% DMSO only, 100% 113 µM cGMP. activation, % at 11.4 µM. 0.079% of 340,000 active;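 active = activation above a cutoff set at the mean over all compounds plus 3 SD, cut at about 18% in these data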;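 also: higher means more holoenzyme dissociation and a rise in polarization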
Target sequence (P31323 whole entry, looked up, other chains not shown, the tested form may be a part): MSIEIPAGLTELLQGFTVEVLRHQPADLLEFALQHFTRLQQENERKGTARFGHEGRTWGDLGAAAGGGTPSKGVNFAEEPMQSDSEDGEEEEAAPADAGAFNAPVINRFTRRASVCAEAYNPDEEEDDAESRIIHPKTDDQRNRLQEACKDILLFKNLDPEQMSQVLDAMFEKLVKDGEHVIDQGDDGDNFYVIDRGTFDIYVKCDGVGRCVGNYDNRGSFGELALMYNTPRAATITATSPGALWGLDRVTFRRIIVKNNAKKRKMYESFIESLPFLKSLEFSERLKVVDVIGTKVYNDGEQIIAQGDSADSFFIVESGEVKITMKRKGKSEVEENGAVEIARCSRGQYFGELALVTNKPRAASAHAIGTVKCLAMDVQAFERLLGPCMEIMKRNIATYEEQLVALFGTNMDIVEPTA
AddAB inh: less growth of phage-infected E. coli with AddAB | E. coli expressing H. pylori AddAB, absorbance growth | 0.29% of 330,000 active | inhibition, % at 11.9 µM; in the data active = inhibition above about 12%;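 also: 0% = vehicle wells of infected cells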
OPRM1-OPRD1 ag: OPRM1-OPRD1 heterodimerization agonism. P35372+P41143. cells, luminescence. activation, % at 9.3 µM. 0.3% of 340,000 active; in the data active = activation above about 18%;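 also: 0% = vehicle-treated cells and 100% = reference agonist; values of inactives mirror those of a sister screen read the other way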
HTR5A inv ag: inverse agonist of human HTR5A in OPRM1-OPRD1 counter-screen; 0.083% of 340,000 active; AID 504634; P47898; inhibition, % at 9.3 µM; HTR5A cell line, luminescence, inverse agonism; in the data active = inhibition mostly above about 23%, no sharp cut-off; inactive = mostly below about 18%;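 also: 0% = cells with DMSO and 100% = no-cell wells with DMSO; some compounds called inactive have numbers as strong as hits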
Target sequence (P47898 whole entry, looked up): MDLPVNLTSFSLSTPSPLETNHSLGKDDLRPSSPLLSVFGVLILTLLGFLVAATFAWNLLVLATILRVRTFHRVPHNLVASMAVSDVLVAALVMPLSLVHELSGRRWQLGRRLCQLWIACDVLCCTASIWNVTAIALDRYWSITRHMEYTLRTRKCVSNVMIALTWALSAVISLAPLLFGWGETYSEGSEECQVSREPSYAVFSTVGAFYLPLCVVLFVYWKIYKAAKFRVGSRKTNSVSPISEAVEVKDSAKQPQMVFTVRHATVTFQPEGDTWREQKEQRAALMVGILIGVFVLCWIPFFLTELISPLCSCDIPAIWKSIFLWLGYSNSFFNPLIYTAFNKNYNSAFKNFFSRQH
MOR-DOR inv ag: mu-delta opioid heterodimer inverse agonism; cell-based MOR-DOR heterodimer luminescence; inhibition, % at 9.3 µM; AID 504357; 0.21% of 340,000 active; in the data active = inhibition above about 22%, passing the limit was not always enough;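 also: 0% = cells with DMSO and 100% = wells without cells with DMSO; values of inactives mirror those of a sister screen read the other way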
Ecoli viability: counter-screen for AddAB inhibitors: E. coli growth inhibition | AID 449728 | inhibition, % at 11.9 µM | E. coli V3065 growth, OD600 absorbance, 18 h | 0.27% of 330,000 active;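 active = inhibition above the campaign's mean inhibition across all tested compounds plus 3 SD, cut at about 9.9% in these data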;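 also: uninfected addAB+ strain grown without phage in ampicillin broth; 0% = DMSO wells and 100% = ciprofloxacin 0.95 µg/ml wells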
phage Ecoli inh: E. coli growth loss with phage present. growth absorbance. inhibition, % at 11.9 µM. 0.26% of 360,000 active. AID 651602; in the data active = inhibition above about 11%
PfHsp90 set2: reduces growth (ATP signal) of yeast expressing P. falciparum Hsp90. S. cerevisiae expressing PfHsp90, BacTiter-Glo ATP, 48 h; yeast lacking PDR1 and PDR3 efflux regulators. inhibition, % at 9.4 µM. 0.32% of 310,000 active;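 active = every replicate shows inhibition above about 80%, whatever the replicate mean, limit read from the data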;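 also: 0% = DMSO neutral controls and 100% = 20 µM radicicol positive controls; yeast relying on Plasmodium falciparum Hsp90 in place of its own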
SUMO Mot1 rescue: inhibitors of SUMOylation pathway: yeast Mot1-301 growth rescue | S. cerevisiae Mot1-301 growth rescue, ATP luminescence, 38.5C; percent above DMSO median, 100 means doubled | growth rescue, % at 18.8 µM | 1% of 320,000 active;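 active = every valid replicate shows activation above 250% relative to neutral control wells; inactive = the rest, any valid replicate at or below 250%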;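 also: OY570 slx delta 5 strain wells were the positive control but not used for scaling; some compounds called inactive have numbers as strong as hits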
PKA-R1A activ: activators of PKA-R1A complex. P00514+P68181. PKA-R1A dissociation, Cy5-IP20 fluorescence polarization; scaled: DMSO 0%, 113 µM cGMP 100%. AID 504707. activation, % at 11.4 µM. 0.083% of 340,000 active;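 active = percent activation above the mean of all tested compounds plus 3 SD, cut at about 19% in these data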;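 also: higher means more PKAc released from R1A so a rise in polarization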
Starred values were filed as active, the others as inactive; · = no result given.

Values run as follows: Tat export inh, PKA-R2B activ, AddAB inh, OPRM1-OPRD1 ag, HTR5A inv ag, MOR-DOR inv ag, Ecoli viability, phage Ecoli inh, PfHsp90 set2, SUMO Mot1 rescue, PKA-R1A activ
> CCCN(CC(=O)Nc1ccccc1C)C(=O)c1ccc(C2SCCS2)cc1
  0, 16, -0.7, -1.0, 5, 6, -0.2, -0.1, 38, -12, 9
> CC(C(=O)Nc1ccc(S(=O)(=O)N2CCCC2)cc1)N(C)CC(=O)Nc1cccc(F)c1 (centres undefined)
  0, 0, -0.5, -2.2, -4, 9, -2.0, 1.6, 1, 19, -9
> Cc1cccn2c(=O)nc(SCC(=O)Nc3ccc4c(c3)OCCO4)nc12
  -3, 0, 0.3, -1.7, 6, 9, 1.0, 2.1, ·, 124, -3
> COc1cc2c(cc1OC)CN(Cc1cc(=O)oc3cc(C)c(Cl)cc13)CC2
  5, -4, 1.1, -2.3, -39, 13, 2.4, 0.9, -15, -14, -11
> CC1(C(=O)N(CC(=O)NC2CCCC2)Cc2ccco2)CC(=O)N=C2C=CC=CN21 (centres undefined)
  -3, 4, 0.3, -2.3, -16, 12, 0.3, 0.5, -53, 6, 10
> CCOc1ccccc1C(=O)NCCCn1ccnc1
  13, -4, 3.0, -2.6, -10, 14, -0.1, 4.2, -10, 9, 6
> COc1ccccc1CNC(=O)C1CCN(S(=O)(=O)c2ccc(N3CCCC3=O)cc2)CC1
  0, -11, 2.4, -3.8, -57, 19, -1.1, 1.9, -4, -19, 3
> O=C(O)CN(c1cccc(C(F)(F)F)c1)S(=O)(=O)c1ccccc1
  6, 13, 0.6, -1.4, 18, 8, -1.5, 4.2, -2, 9, -6
> COc1ccc(NC(=O)NC(C)c2ccc3c(c2)OCO3)cc1OC (centres undefined)
  1, -11, 3.2, -1.8, 6, 9, -2.0, 0.0, 11, 2, 4
> COc1cc(OC)cc(-c2sc3ccc(OC)cc3c2C#CCCO)c1
  17, -4, 1.9, -0.8, -22, 4, 1.3, 1.8, -8, -11, 8
> CCN=C(NC#N)SCc1c(F)cccc1Cl
  -2, -9, 3.0, 0.4, 2, -2, 2.3, 3.8, 11, 5, 9
> CNC(=S)NC(CC(=O)OC)c1ccc2c(c1)OCO2 (centres undefined)
  0, -10, -1.2, -1.3, 3, 7, -1.8, 4.0, -10, 6, 2
> CC(=O)OCCCNc1cc(SCc2ccco2)c2nonc2c1[N+](=O)[O-]
  5, -2, -0.3, -2.3, 14, 12, 0.7, 2.6, 5, -14, 0
> Cc1ccc(NC(=O)CN(C)C(=O)C(C)OC(=O)CNC(=O)c2ccc(Cl)c([N+](=O)[O-])c2)cc1 (centres undefined)
  -1, -20, 0.3, -3.1, 12, 16, 0.4, -0.1, ·, -17, 2
> COc1ccc(C(=O)COC(=O)C(C)N2C(=O)C3C4CCC(C4)C3C2=O)cc1 (centres undefined)
  6, -3, 1.9, -1.5, -2, 10, 1.3, 1.1, 2, -12, 3
> CCn1c(=N)n(CC(=O)c2ccc(OC)cc2)c2ccccc21
  -15, -2, 1.2, -2.0, -9, 11, -2.2, 3.0, -11, 8, -16
> COc1cccc(C2C(=O)N(C3CCCCC3)CC(=O)N2Cc2ccc(F)cc2)c1 (centres undefined)
  -6, -11, 0.7, -0.8, -17, 4, -1.6, 3.1, ·, -23, 3
> COc1cc(/C=N/NC(=O)c2cccc([N+](=O)[O-])c2)cc(OC)c1O
  -11, 0, -1.4, -0.1, 5, 0, -1.6, -0.4, -29, -16, -2
> CCC(C)NC(=O)[C@@H]1CCCN1C(=O)C1CCN(S(=O)(=O)c2ccc(C)cc2)CC1 (some centres undefined)
  -1, 0, 3.3, 0.1, -6, -1, -0.4, 1.4, -11, -29, 1
> COc1ccc(C(=O)NCCc2ccccc2F)cc1OC1CCN(C(C)=O)CC1
  12, -14, 1.5, -3.4, -7, 14, 0.0, 2.8, -20, -8, -4
> CCOC(=O)N1CCN(c2nnnn2-c2ccccc2)CC1
  1, 3, 3.4, -2.2, -4, 9, -0.4, 2.5, -23, 366*, -11
> N#Cc1cnn(Cc2ccc(Cl)cc2)c1N
  -5, -5, 2.3, 2.3, -27, -12, -1.2, 3.3, -22, 1, -8
> CC(C)C(=O)N(c1ccc2oc(=O)sc2c1)S(=O)(=O)c1cccs1
  -3, 4, 1.0, 10, -5, -43, -2.3, 0.7, -3, -38, -6
> CN(C(=O)c1ccc(NC(=O)Cc2ccc(NC(=O)C3CCCN(C(=O)c4ccccc4)C3)cc2)cc1)C1CC1 (centres undefined)
  -5, -11, 0.4, 0.5, 8, -3, -2.8, 1.4, 3, 16, -12
> COc1ccc(S(=O)(=O)Cc2ccc(C(=O)N3CC(C)CC(C)C3)o2)cc1 (centres undefined)
  -7, -7, 3.1, 0.0, -36, 0, -0.2, 2.6, 8, ·, -12
> CC1CN(C(=O)[C@@H]2CCCN2S(=O)(=O)c2ccc(Cl)cc2)CC(C)O1 (some centres undefined)
  4, -10, ·, -1.0, 0, 5, ·, 1.1, -1, ·, -7
> Fc1cccc(Cl)c1CSc1nnc(COc2cccc3cccnc23)o1
  3, -10, 1.6, -0.6, -16, 4, -0.4, 3.0, -19, -5, 0
> O=C(Nc1nc2ccc3ccccc3c2s1)c1ccc(N2CCCCC2)c([N+](=O)[O-])c1
  -2, -11, 3.0, 1.9, -2, -9, 1.0, 2.5, 16, 112, 5
> C/C(=N\NC(=O)c1ccccc1)c1ccc(NC(=O)c2cccs2)cc1
  -6, -12, -2.0, -3.8, 1, 20, 1.4, 2.7, 37, 8, 9
> CCOC(=O)C1=C(COC(=O)/C=C/c2ccc(C)o2)NC(=O)NC1C (centres undefined)
  2, -5, 1.3, -2.4, 5, 10, -0.7, 4.6, ·, 0, 5
> COCCNC(=O)C(=O)NNS(=O)(=O)c1ccc(Cl)cc1
  2, 1, -0.8, -2.2, -3, 11, 0.5, 4.5, -20, -3, -5
> C/C(=N\NC(=O)c1cccc(S(=O)(=O)N2CCCC2)c1)c1ccc(C)cc1
  4, 6, 0.5, -2.4, -5, 13, 0.8, -1.9, ·, -19, -1
> O=C(Nc1ccccc1N1CCN(C(=O)c2ccc(Cl)cc2)CC1)c1cccnc1
  6, -10, 3.1, 0.2, -8, -1, -0.8, 0.5, 20, -7, -8
> CCOCCCNC(=O)C(NC(=O)CC1NC(=O)NC1=O)c1ccc(Cl)cc1 (centres undefined)
  7, 4, 1.9, -2.2, -17, 12, 2.6, -0.6, -14, -7, -14
> CC(Oc1ccccc1)C(=O)Nc1ccc(S(=O)(=O)N2CCCC2)cc1 (centres undefined)
  -6, 0, 1.2, 1.3, -12, -11, 1.3, -2.6, -27, -8, -9
> CN(C)S(=O)(=O)c1ccc2c(c1)c(=O)c(C(=O)N1CCOCC1)cn2C
  16, -6, 1.9, -0.3, 8, 2, -1.0, 2.7, -20, 53, 0
> CC(=O)OCC(=O)NCc1ccc2c(c1)OCO2
  0, -4, 2.4, -0.1, 0, 0, 0.6, 2.3, 6, 189, -3
> COc1ccccc1/C=C/C=c1\sc2nc(=O)c(Cc3ccccc3)nn2c1=O
  -2, 2, 5.3, -3.9, 3, 19, -1.8, -2.2, 4, 7, -11
> CCOC(=O)N1CCC(NC(=O)c2cnc3n(c2=O)CCS3)CC1
  10, -6, 0.9, -2.4, -14, 14, -0.6, 1.9, 5, -15, -9
> COc1ccc(-c2nnn(Cc3nc(N)nc(N4CCOCC4)n3)n2)cc1OC
  6, -10, -1.9, -1.4, -2, 8, -0.3, 2.1, 3, -15, -13
> COC(=O)c1ccccc1NC(=O)CSc1ncccn1
  -7, -1, -0.9, -2.9, 6, 14, -0.3, 1.1, 2, 10, 1
> Cc1ccc(C(=O)O)cc1NC(=O)c1ccc(Cn2nc(C)c(Cl)c2C)o1
  -1, -4, 4.9, 0.2, -8, -1, 2.2, 3.8, 12, -1, 8
> CN(C)C(=O)COc1ccc(Br)cc1
  1, -4, 2.7, -1.0, 12, 5, 0.2, 3.9, 34, -10, 0
> O=C(CSc1nc2ncc(Cl)cc2[nH]1)N1CCOCC1
  -3, 0, 1.8, -3.8, -2, 20, -0.2, 1.6, -11, 9, -7
> CC1=NN(c2ccc([N+](=O)[O-])cc2)C(=O)C1
  4, -7, ·, -2.3, -4, 12, ·, ·, ·, ·, -3
> COc1cccc(N2CCN(C(=O)CC(NC(=O)c3ccccc3)c3ccccc3)CC2)c1 (centres undefined)
  3, 1, -1.6, -0.8, 5, 3, -0.7, 3.4, 8, -10, -7
> C/C(=N\Nc1nc(N)cc(Cl)n1)c1ccc(F)cc1
  2, 2, 3.4, -0.1, 15, 0, -0.5, 3.5, 16, -2, -4
> Cc1nc(-c2ccccc2)sc1-c1nnc(C2CC2)o1
  -4, 0, -1.1, -0.8, -1, 4, -3.1, 1.8, -2, -8, 8
> CC(C)c1ccc(NS(=O)(=O)c2cccc3cccnc23)cc1
  -2, -1, -0.3, 2.9, -15, -14, -3.2, 0.4, -13, -15, 6
> O=C(NNC(=O)c1cccnc1)Nc1ccccc1
  2, 12, 2.1, 1.9, -44, -12, -1.1, -1.9, 13, 2, 8
> Cc1c(CN2CCC(CO)(CCOc3ccccc3)CC2)c(=O)n(-c2ccccc2)n1C
  -2, 2, 3.6, -0.4, -7, 2, -0.2, 0.8, 15, -20, 7
> Oc1ccc(C[C@H]2CNC(=S)N2CC2CCCN2C[C@H](Cc2ccc(O)cc2)N2C[C@H](Cc3ccccc3)N(CC3CCCCCC3)C2=S)cc1 (some centres undefined)
  1, 7, ·, 4.1, -23, -19, ·, 6.6, -6, ·, -4
> Cc1cccc(NC(=S)N2CCCC(c3nc4ccccc4[nH]3)C2)c1 (centres undefined)
  4, -6, -1.4, -2.1, 8, 11, 0.0, 1.2, -5, -11, -13
> Cc1ccccc1C(=O)NC1CCN(CC(=O)Nc2ccccc2)CC1
  2, 2, -3.9, -1.2, 0, 6, -4.2, 0.5, -13, 2, -2
> CCC(CC)C(=O)NCc1ccc(Cl)cc1
  -2, -8, -0.4, 1.4, -31, -7, -0.8, -0.3, -10, -4, -1
> CC(=O)c1ccc(N2CCN(C(=O)c3ccc4c(=O)n(-c5ccccc5)c(=O)[nH]c4c3)CC2)cc1
  0, -6, -1.0, -3.6, -8, 16, -1.6, 1.4, ·, 101, 1
> COC(=O)c1ccc(CN2CCC(n3nccc3NC(=O)C3CC3)CC2)cc1
  10, -1, 1.8, -4.0, -5, 22, 0.5, 3.3, 5, 5, -14
> O=C(CSc1nc2nn(-c3ccccc3)c(=O)c-2c2n1CCCCC2)NCCCc1ccccc1
  3, -4, -1.7, -4.1, -80, 20, -0.7, -3.1, ·, -10, 5
> O=C(N/N=C/c1ccco1)c1cc(Br)ccc1OCc1ccccc1
  -10, -5, 2.0, 4.3, -9, -31, 0.2, 4.5, 15, -7, 2
> Cc1cccc(NC(=O)CSc2nc(C)c(CC(=O)c3ccc(Br)cc3)c(C)c2C#N)c1C
  6, -10, 1.0, -1.1, -2, 6, 1.7, 2.8, -2, 55, 6
> Cc1ccc(CN2C(=O)CC(Nc3ccc(N4CCOCC4)cc3)C2=O)cc1 (centres undefined)
  -6, -6, 1.6, -0.9, 0, 5, -0.1, 2.1, -8, -11, 5
> CC(C)(C)C(=O)NC(=S)Nc1ccccn1
  1, -9, 2.8, -2.0, -18, 10, 1.8, 1.4, -9, 19, 7
